# Compound activity as filed in PubChem BioAssay.
# tim23-1 inh: inhibits growth of tim23-1 mutant yeast | S. cerevisiae tim23-1 growth, BacTiter-Glo luminescence, 24 h | inhibition, % at 20 µM | 330,000 tested, 1.3% active | AID 463212;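 active means growth inhibition of the mutant yeast at or above 50%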;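 further: temperature-sensitive mutant grown at 25 °C; plate controls were DMSO-treated mutant yeast for no effect and medium wells lacking yeast for full effect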
# Mdm2 MdmX PPI: disrupts the human Mdm2-MdmX interaction. O15151+Q00987. SaOS-2 split-luciferase Mdm2/MdmX complementation, luminescence. inhibition, % at 8 µM. 330,000 tested, 3% active. AID 485346;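 active means inhibition of at least 50% at 8 µM in the primary screen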
# Target sequence (O15151 whole entry, looked up): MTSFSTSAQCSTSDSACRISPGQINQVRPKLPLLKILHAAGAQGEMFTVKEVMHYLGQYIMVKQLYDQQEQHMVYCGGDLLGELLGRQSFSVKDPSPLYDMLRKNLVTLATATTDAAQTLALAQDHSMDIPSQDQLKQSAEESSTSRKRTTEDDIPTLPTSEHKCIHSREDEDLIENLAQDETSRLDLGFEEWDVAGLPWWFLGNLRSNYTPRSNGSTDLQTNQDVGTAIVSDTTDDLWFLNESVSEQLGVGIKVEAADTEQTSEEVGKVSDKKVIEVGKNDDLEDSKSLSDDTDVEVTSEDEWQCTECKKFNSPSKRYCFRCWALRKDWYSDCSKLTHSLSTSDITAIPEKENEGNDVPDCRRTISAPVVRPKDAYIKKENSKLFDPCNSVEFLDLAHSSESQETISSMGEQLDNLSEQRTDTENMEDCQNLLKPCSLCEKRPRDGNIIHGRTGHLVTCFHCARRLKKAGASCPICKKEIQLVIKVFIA
# Target sequence (Q00987 whole entry, looked up): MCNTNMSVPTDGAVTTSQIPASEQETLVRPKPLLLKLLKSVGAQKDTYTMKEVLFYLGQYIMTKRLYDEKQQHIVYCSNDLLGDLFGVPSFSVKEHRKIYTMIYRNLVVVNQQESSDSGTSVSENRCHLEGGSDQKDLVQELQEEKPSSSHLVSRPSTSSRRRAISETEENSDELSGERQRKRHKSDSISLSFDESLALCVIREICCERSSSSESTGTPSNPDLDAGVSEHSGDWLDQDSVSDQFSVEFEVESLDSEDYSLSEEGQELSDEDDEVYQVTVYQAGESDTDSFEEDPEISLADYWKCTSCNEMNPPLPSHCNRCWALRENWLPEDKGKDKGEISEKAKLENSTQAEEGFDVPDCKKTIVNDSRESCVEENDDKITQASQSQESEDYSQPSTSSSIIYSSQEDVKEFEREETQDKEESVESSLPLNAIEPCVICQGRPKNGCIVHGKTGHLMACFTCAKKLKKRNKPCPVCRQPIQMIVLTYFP
# UPR CHOP act: activators of apoptotic arm of unfolded protein response (CHOP). CHO-CHOP luciferase reporter, UPR activation, luminescence; percent of tunicamycin response over DMSO baseline. 330,000 tested, 0.34% active. activation, % at 10 µM;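 active means at 10 µM dose, activation of 40% or more, normalized to positive control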;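 further: 100% = tunicamycin at 10 µg/mL and 0% = DMSO alone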
#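 Dosing – one dose, 10 µM in 0.5% DMSO · System – CHO-CHOP cells, stable luciferase reporter of PERK-eIF2a-CHOP signalling · Input – 500 cells/well · Control set – tunicamycin 10 µg/mL final as positive, DMSO-only wells as negative · Timing – 6 h compound treatment, 37 °C · Measure – % activation vs tunicamycin · Technique – luminescence read with Steady-Glo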
# UPR XBP1 act: adaptive UPR (XBP1) activation; CHO-XBP1 luciferase reporter, IRE1-XBP1 UPR activation, luminescence; percent of tunicamycin response, DMSO as zero; activation, % at 20 µM; 330,000 tested, 0.33% active; AID 463104;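 active means versus positive control, 20 µM dose yields 30% or more activation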;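 further: 100% = tunicamycin at 10 µg/mL and 0% = DMSO only wells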
#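 Assay system: IRE1-XBP1 luciferase reporter CHO line. Input: 1000 cells/well. Buffer or medium: F12 with 10% serum. Doses: 20 µM, 1% DMSO. Times: overnight seeding at 37 °C, 6 h compound treatment at 37 °C. Technique: Steady-Glo luciferase glow luminescence, 10 min after reagent addition.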
# 697 NFkB inh: lowers PMA/ionomycin-induced NF-kB signal in 697 B cells. 697 B-cell NF-kB luciferase reporter, 16 h. inhibition, % at 4 µM. 330,000 tested, 0.33% active. AID 435022; in the data active means inhibition above about 35%
# TIM10 inh: growth inhibitors of TIM10 yeast strain. S. cerevisiae TIM10 strain growth, BacTiter-Glo luminescence, 24 h. inhibition, % at 10 µM. 330,000 tested, 1.4% active. AID 463195;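 active means inhibition of 40% or more at the single tested concentration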;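 further: wild-type TIM10 isogenic control strain grown at permissive 25 °C; 0% = DMSO yeast wells and 100% = minimal medium wells without yeast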
# tim10-1 inh: inhibits growth of tim10-1 mutant yeast | S. cerevisiae tim10-1 ts strain growth, BacTiter-Glo, 24 h | inhibition, % at 20 µM | 330,000 tested, 2.2% active;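 active means inhibition of at least 40%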;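 further: mutant grown at 25 °C; 0% = DMSO wells with yeast and 100% = wells holding no yeast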
# Jurkat NFkB inh: inhibitors of the PMA/ionomycin-induced NF-kB reporter in Jurkat cells; PMA/ionomycin-induced NF-kB luciferase reporter, luminescence; inhibition, % at 4 µM; 330,000 tested, 0.53% active; in the data active means inhibition above about 50%
# * hit, by the source's call.
# The line under a structure holds: tim23-1 inh	Mdm2 MdmX PPI	UPR CHOP act	UPR XBP1 act	697 NFkB inh	TIM10 inh	tim10-1 inh	Jurkat NFkB inh
- CC1(C)CC(=O)/C(=N/Nc2ccc(Cl)cc2)CO1
  4	-80	4.0	1	-81	24	-38	-81
- CCOC(=O)CN1C2=NCCCN2c2ccccc21
  5	3	-1.2	-3	10	-5	10	-4
- Cc1ccc(OS(=O)(=O)c2ccc(-c3csc(C)n3)s2)c(C)c1
  14	19	0.9	-1	-21	17	11	-2
- Cc1cccc(-c2noc(CN(C(=O)c3c(-c4ccccc4Cl)noc3C)C(C)C)n2)c1
  42	33	-0.4	0	-3	24	25	-16
- Cc1ccc(C)c2[nH]c(=O)c(CCNS(=O)(=O)c3ccccc3)cc12
  5	5	-1.2	-1	14	11	12	7
- CC(C)c1c(O)nc(SCC(=O)N2CCCCC2)[nH]c1=O
  13	-20	-0.7	-3	12	6	9	2
- COc1ccc(NC(=O)CCN2CCN(C/C=C/c3ccccc3)CC2)cc1
  -3	9	0.7	-4	-2	-5	-6	-2
- COc1ccc(/C=C/C(=O)Nc2nnc(C(C)C)s2)cc1OC
  3	17	3.8	-3	3	6	11	-1
- O=C(Nc1ccccc1Cl)C1C(c2ccccc2)C1(Cl)Cl (stereo not drawn)
  40	22	-0.2	-3	-11	5	23	7
- O=C(O)c1cccc(NC(CNS(=O)(=O)c2ccc(Cl)cc2)c2ccccc2)c1 (stereo not drawn)
  16	7	0.0	2	5	-5	17	0
- CN(CC(=O)O)S(=O)(=O)c1ccc2oc3ccccc3c2c1
  -6	19	0.2	-3	-7	-11	-14	4
- Fc1ccc(N2CN(Cc3cccnc3)CNC2=S)cc1
  13	19	-1.6	-2	1	4	-5	13
- Oc1c(N=NC(=S)Nc2ccccc2F)c2ccccc2n1Cc1ccccc1
  17	41	-0.8	4	2	17	24	-7
- O=C(N/N=C/c1ccsc1)c1cc(-c2cccs2)nc2ccccc12
  41	23	-0.1	4	-38	23	18	16
- COc1ccc(NC(=S)N2CCC(C(=O)N3CCCCCC3)CC2)cc1
  -1	-1	-1.8	-1	8	-18	-12	12
- Cc1noc(NS(=O)(=O)c2ccc(NC(=O)C(C)C)cc2)c1C
  9	-27	-1.2	-3	-35	-8	-14	-5
- CCc1ccc2[nH]c(=O)c(C(c3nnnn3Cc3ccco3)N3CCC(C)CC3)cc2c1 (stereo not drawn)
  25	39	-2.5	-2	11	41*	31	0
- COC(=O)c1ccc(S(=O)(=O)N2C3CCC2CC(NC(=O)C2CC2)C3)cc1 (stereo not drawn)
  5	-6	-0.9	-1	5	2	10	1
- COc1cc(/C=C2/C(=N)N3OC(C)=CC3=NC2=O)ccc1OC(=O)c1ccco1
  -6	14	3.6	4	5	22	20	8
- CN(c1ccccc1C(=O)NCc1ccco1)S(C)(=O)=O
  -3	-5	0.9	0	0	-11	8	5
- C=CCOC(=O)C1=C(C)Nc2ncnn2C1c1cc(Br)ccc1F (stereo not drawn)
  11	24	1.6	4	-11	24	24	7
- O=c1[nH]c2ccccc2cc1CN(Cc1cccnc1)S(=O)(=O)c1ccc([N+](=O)[O-])cc1
  10	7	2.1	-6	9	13	5	13
- COc1ccc(N(CC(=O)Nc2ccccc2C)S(=O)(=O)c2ccccc2[N+](=O)[O-])c(OC)c1
  21	12	-3.2	-4	11	-2	31	-2
- CCCCOc1ncnc2c1[nH]c1ccc(F)cc12
  12	9	7.6	1	-8	10	24	30
- CC(=O)N1CCN(c2ccc(NC(=O)c3ccc4c(c3)OCCO4)cc2Cl)CC1
  8	16	3.7	1	-20	4	19	-15
- Cc1ccc(S(=O)(=O)N2CCOCC2)cc1C(=O)OCC(=O)NCc1ccc2c(c1)OCO2
  5	6	-2.7	-5	-1	12	6	1
- NS(=O)(=O)c1ccc(CCNC(=O)COC(=O)c2cc([N+](=O)[O-])ccc2N2CCOCC2)cc1
  10	-9	18	0	0	-1	-2	-5
- CCCCn1c(C)cc2cc(O)ccc21
  -3	30	-2.0	-1	13	-13	7	5
- Cc1ccn2c(-c3csc(NCc4ccccc4)n3)c(C)nc2c1
  42	28	-0.2	-2	-61	19	39	-11
- O=[N+]([O-])c1cccc(/C=N/Nc2nc(NCc3ccccc3)nc(N3CCOCC3)n2)c1
  1	18	2.0	4	-33	-2	24	1
- CC(=O)Nc1c(Cl)cnn(-c2ccccc2)c1=O
  7	2	0.1	1	25	11	2	2
- Cn1cnc([N+](=O)[O-])c1Cl
  12	-21	-1.7	0	-1	9	7	4
- O=C(O)CCc1ccc(-c2ccccc2)n1-c1cccc(O)c1
  1	6	-0.1	-1	3	-6	-9	-18
- O=C(COC(=O)c1cccs1)NCc1ccccc1
  4	7	-0.8	-3	3	6	7	8
- CCOc1ccc(C(=O)NC2CCN(C(=O)Nc3ccc(F)cc3)CC2)cc1
  0	-11	1.5	0	4	7	-20	0
- COc1ccc(-c2csc(Cc3nnc4n3CCCCC4)n2)cc1
  4	8	-2.6	-2	5	3	0	-11
- O=C(NCc1cccnc1)c1ccc(COc2ccc(Cl)cc2)cc1
  -2	12	9.3	4	-33	2	19	9
- O=C(NCCCn1ccnc1)C(=O)NCC1OCCN1S(=O)(=O)c1ccc(Br)cc1 (stereo not drawn)
  -14	-21	-0.4	1	20	4	8	6
- O=C(Nc1ccc(Br)cc1)c1cccc2c1C(=O)N(C1CCCCC1)C2
  40	31	0.6	-1	13	-2	55*	1
- CCOC(=O)/C(C#N)=C/c1c(N2CCN(c3ccccc3)CC2)nc2ccccn2c1=O
  40	7	-1.1	-3	-69	25	44*	-57

# Sorted by the number under Mdm2 MdmX PPI (rising): 3 of the compounds above.
canonical_smiles | Mdm2 MdmX PPI | 697 NFkB inh | tim10-1 inh | Jurkat NFkB inh
O=C(NCCCn1ccnc1)C(=O)NCC1OCCN1S(=O)(=O)c1ccc(Br)cc1 (stereo not drawn) | -21 | 20 | 8 | 6
CCCCOc1ncnc2c1[nH]c1ccc(F)cc12 | 9 | -8 | 24 | 30
O=C(NCc1cccnc1)c1ccc(COc2ccc(Cl)cc2)cc1 | 12 | -33 | 19 | 9

# 14 structures out of the list, ordered by count of non-hydrogen atoms, lowest first:
# The line under a structure holds: tim23-1 inh	Mdm2 MdmX PPI	UPR CHOP act	UPR XBP1 act	697 NFkB inh	TIM10 inh	tim10-1 inh	Jurkat NFkB inh
- Cn1cnc([N+](=O)[O-])c1Cl
  12	-21	-1.7	0	-1	9	7	4
- CCCCn1c(C)cc2cc(O)ccc21
  -3	30	-2.0	-1	13	-13	7	5
- CC(=O)Nc1c(Cl)cnn(-c2ccccc2)c1=O
  7	2	0.1	1	25	11	2	2
- O=C(COC(=O)c1cccs1)NCc1ccccc1
  4	7	-0.8	-3	3	6	7	8
- O=C(O)CCc1ccc(-c2ccccc2)n1-c1cccc(O)c1
  1	6	-0.1	-1	3	-6	-9	-18
- COc1ccc(-c2csc(Cc3nnc4n3CCCCC4)n2)cc1
  4	8	-2.6	-2	5	3	0	-11
- O=C(NCc1cccnc1)c1ccc(COc2ccc(Cl)cc2)cc1
  -2	12	9.3	4	-33	2	19	9
- O=C(Nc1ccc(Br)cc1)c1cccc2c1C(=O)N(C1CCCCC1)C2
  40	31	0.6	-1	13	-2	55*	1
- CCOc1ccc(C(=O)NC2CCN(C(=O)Nc3ccc(F)cc3)CC2)cc1
  0	-11	1.5	0	4	7	-20	0
- CC(=O)N1CCN(c2ccc(NC(=O)c3ccc4c(c3)OCCO4)cc2Cl)CC1
  8	16	3.7	1	-20	4	19	-15
- O=C(NCCCn1ccnc1)C(=O)NCC1OCCN1S(=O)(=O)c1ccc(Br)cc1 (stereo not drawn)
  -14	-21	-0.4	1	20	4	8	6
- O=c1[nH]c2ccccc2cc1CN(Cc1cccnc1)S(=O)(=O)c1ccc([N+](=O)[O-])cc1
  10	7	2.1	-6	9	13	5	13
- Cc1ccc(S(=O)(=O)N2CCOCC2)cc1C(=O)OCC(=O)NCc1ccc2c(c1)OCO2
  5	6	-2.7	-5	-1	12	6	1
- NS(=O)(=O)c1ccc(CCNC(=O)COC(=O)c2cc([N+](=O)[O-])ccc2N2CCOCC2)cc1
  10	-9	18	0	0	-1	-2	-5

# Next records
# Codes – A = tim23-1 inh; B = Mdm2 MdmX PPI; C = UPR CHOP act; D = UPR XBP1 act; E = 697 NFkB inh; F = TIM10 inh; G = tim10-1 inh; H = Jurkat NFkB inh
> O=C(CN1CCN(Cc2cccc3ccccc23)CC1)NCCc1ccccc1
  A = 17; B = 10; C = 4.2; D = -2; E = -15; F = 13; G = 24; H = 4

> CN1CCCC(OC(=O)CCCCC(=O)OC2CCCN(C)C2)C1 (stereo not drawn)
  A = 7; B = 12; C = -0.1; D = -3; E = 3; F = -15; G = 1; H = -9

> O=C(Nc1cccc2ncccc12)c1ccc(Br)c([N+](=O)[O-])c1
  A = -9; B = 47; C = -1.2; D = 0; E = -1; F = 7; G = 10; H = 15

> Cc1cc(C)nc(Nc2n[nH]c(-c3ccccc3N)n2)n1
  A = 15; B = -109; C = -1.0; D = -6; E = -146; F = 11; G = -8; H = -127

> Cc1ccc(C(=O)C(C)[n+]2cccc(C(N)=O)c2)cc1 (stereo not drawn)
  A = -15; B = 10; C = 1.5; D = 3; E = 18; F = 14; G = 1; H = 1

> CC(C)(C)c1csc(NC2=NS(=O)(=O)c3ccccc32)n1
  A = -4; B = -46; C = 0.3; D = 3; E = -139; F = -3; G = 8; H = -38

> COc1cccc(CN2C(=O)[C@@H]3Cc4c([nH]c5ccccc45)C(C)(C)N3C2=O)c1
  A = 21; B = 18; C = -2.3; D = 1; E = -4; F = 6; G = 19; H = 12

> CC1(C)CCCN(C(=O)c2ccc3c(c2NCCO)C(=O)c2ccccc2C3=O)C1
  A = 43; B = 16; C = -1.3; D = 2; E = -36; F = 28; G = 43*; H = -23

> Cc1ccc2[nH]ccc(=O)c2c1
  A = -12; B = -1; C = -0.1; D = 3; E = 2; F = 1; G = -27; H = -16

> O=C(O)c1nn(Cc2ncc(-c3cccc(Cl)c3)o2)c(=O)c2ccccc12
  A = 23; B = 11; C = -1.4; D = 2; E = 21; F = 4; G = 27; H = 1

> COc1ncnc2c1oc1ccccc12
  A = -3; B = -78; C = 2.4; D = 4; E = -85; F = 0; G = 8; H = -86

> Cc1nc2sc(C(c3ccc(Cl)cc3)N3CCN(c4ccccc4F)CC3)c(O)n2n1 (stereo not drawn)
  A = -4; B = -7; C = -1.7; D = -3; E = -19; F = 22; G = 26; H = -17

> Cc1ccc(NC(=O)COC(=O)C2(c3ccc(Cl)cc3)CCCC2)cc1
  A = 15; B = 12; C = 1.1; D = -1; E = -38; F = -5; G = 19; H = -1

> COc1ccc(OC)c(S(=O)(=O)NCC(=O)NC2CCCCCC2)c1
  A = 11; B = -33; C = 1.0; D = 0; E = -1; F = 5; G = 2; H = -13

> COC(C(=O)Nc1ccc(S(=O)(=O)N2CCCCC2)cc1)c1ccccc1 (stereo not drawn)
  A = 21; B = 21; C = -1.4; D = 0; E = -5; F = 9; G = 10; H = -2

> COc1ccc(NC(=O)c2cc(S(=O)(=O)N3CCc4ccccc43)cn2C)cc1OC
  A = -4; B = 25; C = -0.4; D = -3; E = -3; F = 13; G = 3; H = 7

# No enrichment for hits, and some 6.6% of all compounds hit somewhere here.
